High-throughput results: PubChem BioAssay, several laboratories
MC4R antagonist = human MC4R antagonism in cAMP assay; MC4R-expressing cells, MTII-stimulated cAMP, LANCE TR-FRET; inhibition, % at 6.5 µM; 360,000 tested, 0.48% active;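 active = inhibition above its plate's cutoff, the mean of tested wells on that plate plus 3 SD, cut at about 29% in these data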;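 note: 0% = Melanotan II alone and 100% = Melanotan II plus saturating MCL0020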
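Material – human MC4R-expressing U2OS cells · Repeats – no replicates · Detection – TR-FRET with Eu-cAMP and labeled anti-cAMP, 671 nm · Times – compound 30 min, challenge 1 h, detection 1 h · Compound – single nominal compound dose of 6.5 µM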
Glyco luc inh = N-linked glycosylation inhibition; AID 588692; reporter increase, % at 12.5 µM; D54 ERlucT glycosylation luciferase reporter, 24 h; percent of 100 nM tunicamycin response; 360,000 tested, 0.23% active;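 active = mean luciferase reporter signal, scaled so untreated is 0 and the glycosylation-blocking control 100, at or above a set limit in every replicate; inconclusive = mean reaches the limit but not every replicate does; inactive = mean below the limit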;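 note: luciferase carries N-glycosylation sites so blocking glycosylation raises the light; 0% = median of neutral control wells and 100% = median of 100 nM tunicamycin wells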
Granule exo inh = blocks lytic granule exocytosis | TALL-104 LAMP-1 surface exposure, flow cytometry; cells stimulated with thapsigargin and PMA | inhibition, % at 10 µM | 360,000 tested, 0.66% active | AID 651702;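 active = inhibition above about 55%, limit read from the data; inconclusive = no clear call, values can overlap the other calls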
H9c2 protect = myocardial damage modulation in H9c2 cells. H9c2 cardiomyocytes, H2O2 injury protection, ATPLite, 2 h. protection from H2O2 cell death, % at 20 µM. 360,000 tested, 0.63% active;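 active = compounds giving at least 50% protection of heart cells from peroxide-induced death in the single-dose screen, raw or plate-pattern-corrected value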;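 note: 0% = DMSO wells with peroxide and 100% = DMSO wells without peroxide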
hiPSC survival = increases survival of single human iPS cells; survival enhancement, % at 20 µM; hiPSC single-cell survival, ATPlite luminescence; 100% = ROCK inhibitor wells, 0% = DMSO; AID 602274; 360,000 tested, 0.044% active; in the data active = survival enhancement above about 18%;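 note: cells exposed to compounds for 16 hours before the ATP read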
ABCB6 inh MLPCN = blocks the human ABCB6 transporter | Q9NP58 | K562-ABCB6 porphyrin accumulation, flow cytometry, 1 h; active compounds read low | fluorescence ratio to DMSO, % at 10 µM | 360,000 tested, 0.19% active | AID 602162;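 active = fluorescence ratio to DMSO below 75%, the collection mean minus 3 SD; inconclusive = too few cells collected in the well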;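 note: signal is porphyrin accumulated inside mitochondria; 100% equals median channel fluorescence of DMSO control wells; lower ratio means ABCB6 inhibition with less porphyrin fluorescence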
Target sequence (Q9NP58 whole entry, looked up): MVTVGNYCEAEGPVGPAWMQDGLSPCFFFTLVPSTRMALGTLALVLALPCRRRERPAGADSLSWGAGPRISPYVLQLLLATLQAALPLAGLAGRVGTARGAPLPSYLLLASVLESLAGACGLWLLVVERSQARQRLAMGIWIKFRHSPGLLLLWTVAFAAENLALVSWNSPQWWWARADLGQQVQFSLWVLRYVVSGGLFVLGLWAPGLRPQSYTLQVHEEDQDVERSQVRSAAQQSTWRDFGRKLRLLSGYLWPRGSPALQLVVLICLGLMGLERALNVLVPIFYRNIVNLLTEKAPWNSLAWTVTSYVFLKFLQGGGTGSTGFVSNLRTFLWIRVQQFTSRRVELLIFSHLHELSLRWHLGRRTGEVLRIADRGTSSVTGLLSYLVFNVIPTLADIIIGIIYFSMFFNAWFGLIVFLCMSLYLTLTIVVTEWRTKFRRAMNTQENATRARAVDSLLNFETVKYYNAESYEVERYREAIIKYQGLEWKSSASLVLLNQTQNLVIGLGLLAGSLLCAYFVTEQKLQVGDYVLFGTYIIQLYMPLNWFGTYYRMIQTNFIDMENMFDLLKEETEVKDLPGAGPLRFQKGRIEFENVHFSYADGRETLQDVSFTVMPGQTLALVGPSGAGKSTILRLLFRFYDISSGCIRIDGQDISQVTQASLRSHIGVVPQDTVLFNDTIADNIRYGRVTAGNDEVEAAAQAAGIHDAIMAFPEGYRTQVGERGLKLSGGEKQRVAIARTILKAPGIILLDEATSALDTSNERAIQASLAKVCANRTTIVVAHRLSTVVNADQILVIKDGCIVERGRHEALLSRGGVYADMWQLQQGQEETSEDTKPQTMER
m5-HT2A agonist = agonists of mouse serotonin 5-HT2A receptor (HTR2A) | CHO-K1 mHTR2A beta-arrestin complementation, luminescence; percent of 30 µM serotonin response | activation, % at 7.6 µM | 360,000 tested, 0.66% active;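 active = activation above a run cutoff, the mean activation of all tested compounds plus 3 SD, cut at about 14% in these data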;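 note: 0% = plate median of compound wells and 100% = 30 µM serotonin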
MC4R ag barr = activates human MC4R beta-arrestin recruitment. P32245. U2OS MC4R beta-arrestin complementation, luminescence; percent of melanotan II response, DMSO zero. activation, % at 8.9 µM. 360,000 tested, 0.98% active;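 active = activation above a per-plate cutoff, the mean activation of sample wells on that plate plus 3 SD, cut at about 8% in these data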
aDG glyco act = increases alpha dystroglycan glycosylation; 360,000 tested, 0.22% active; Pro5-aDG cells, alpha-DG glycosylation AlphaScreen (IIH6); 0% Pro5, 100% B10-LARGE cell signal; AID 624168; activation, % at 10 µM;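 active = activation of at least 8% versus controls, or a plate z-score of at least 8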;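 note: Pro5 are CHO cells carrying HIG-tagged alpha-DG that lacks glycosylation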
ABHD5-PLIN5 inh = blocks binding of human ABHD5 to perilipin-5; Q00G26+Q8WTS1; Split G. princeps luciferase complementation, luminescence, 4 h; inhibition, % at 4 µM; 360,000 tested, 0.78% active; AID 602281;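 active = inhibition above the mean inhibition across every tested compound plus 3 SD, cut at about 22% in these data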;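 note: 0% = DMSO only wells and the 100% control is not disclosed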
The depositor's hits bear a star; ? = inconclusive; nt = not tested or not shown.

SMILES	MC4R antagonist	Glyco luc inh	Granule exo inh	H9c2 protect	hiPSC survival	ABCB6 inh MLPCN	m5-HT2A agonist	MC4R ag barr	aDG glyco act	ABHD5-PLIN5 inh
O=C(C1CCCN(Cc2ccccc2)C1)N1CCc2ccccc2C1 (stereo not drawn)	-1	-3	20	7	5.8	97	-5	0.2	0.1	-1
COc1ccc(N2CCN(CCNC(=O)Nc3ccc([N+](=O)[O-])cc3OC)CC2)cc1	-7	2	4	-5	-0.5	98	-17	0.5	-0.1	-1
Cc1cccc2c(=O)cc(C)n(CC(N)=O)c12	8	1	8	0	-0.3	101	2	0.0	0.0	-1
CC1(C)CC=C(NNC(=O)c2cccnc2)C(=O)C1	-7	4	-2	15	1.3	88	7	0.1	-0.2	6
O=C(Cc1cccs1)NCc1ccncc1	4	-16	-1	0	-0.8	97	0	-1.7	-0.2	4
NC(=S)N/N=C/C=C/c1ccccc1	-8	0	5	-7	-2.1	90	3	-2.2	0.7	2
C=CCn1c(SCCN)nnc1-c1cccc(S(=O)(=O)N2CCOCC2)c1	4	3	0	-6	0.6	100	1	-3.6	0.8	-6
COc1ccc(OCC(=O)Nc2ccc(Cl)cc2)cc1	3	0	-1	-10	1.3	104	4	-2.9	-0.1	0
COc1ccc(Cn2c(C)nc3oc4cc(OC)ccc4c(=O)c3c2=O)cc1	0	0	0	-8	-3.9	90	1	-2.3	0.8	2
O=C(Cn1nc(-c2ccccc2)ccc1=O)NCCCN1CCOCC1	1	0	30	2	-0.7	95	2	-2.2	0.0	0
COC(=O)Cn1c(=NC(=O)C(C)C)sc2c(C)cc(C)cc21	-1	-1	-5	1	2.3	94	2	-1.3	0.3	-2
CN(C)CCCNc1nc2cc(-c3ccsc3)sc2c(=O)n1C	-2	3	20	16	1.2	98	1	0.5	0.0	1
Cc1nc([N+](=O)[O-])cn1CCC#N	4	3	4	3	-0.4	93	6	1.1	0.0	6
COc1ccc(C(=O)N(C)C2CCCCC2)cc1S(=O)(=O)N1CCOCC1	1	1	1	0	6.1	97	4	-0.5	-0.2	-4
O=C(/C=C/c1cccc(F)c1)OCC(=O)c1ccc[nH]1	7	2	-1	-11	-0.4	100	5	-1.8	0.2	3
CC1=C(C(=O)N(C)C)CC(CC(=O)NCC2CCCCC2)C(=O)N1CCCN1CCCC1=O (stereo not drawn)	-1	3	8	-4	-2.0	101	1	1.0	0.0	-3
O=C(O)COc1ccccc1/C=N/NC(=O)c1ccc2c(c1)OCCO2	2	7	-5	-14	-0.2	105	3	-1.8	-0.2	3
COc1ccc(NC(=O)NC2CC3CCCC(C2)N3Cc2ccccc2)cc1 (stereo not drawn)	9	nt	8	-4	-1.5	107	-1	-0.9	0.0	6
CC(COc1ccc(/C=C/c2ccccc2)cc1)[N+](C)(C)C (stereo not drawn)	8	-8	0	-17	-1.2	101	-7	0.4	0.0	15
Cn1c(=O)c2c3c(sc2n2c(SCC(N)=O)nnc12)CC(C(C)(C)C)CC3 (stereo not drawn)	3	11	6	-6	0.8	98	5	4.6	-0.7	17
COc1ccc(C2=NN(C(=O)CCC(=O)O)C(c3ccc(OC)c(OC)c3)C2)cc1 (stereo not drawn)	-1	1	19	-1	1.1	90	8	0.1	0.0	-3
O=C(CCN1C(=O)/C(=C/c2ccccc2Cl)SC1=S)Nc1ccccn1	0	2	0	-1	0.1	89	0	-1.6	-0.1	-8
O=S(=O)(Nc1ccccn1)c1cc(Cl)ccc1Cl	6	-1	-11	2	-0.1	98	4	-1.0	-0.2	2
CN(C)CCNc1ccc2nnn3c4ccc(O)cc4c(=O)c1c23	-28	?	3	7	-2.9	130	4	-2.2	-0.2	-24
CN(CC(=O)O/N=C(\N)c1ccc(Br)cc1)S(=O)(=O)c1ccccc1	8	-2	1	-9	-0.1	98	-1	-1.9	-0.2	-8
CCCN(CCC)C(=O)CCSCCC(=O)N(CCC)CCC	4	-1	2	0	-1.7	103	2	0.3	0.0	-7
COc1ccc(C(=O)Nc2nc(-c3ccccc3)c(C(C)=O)s2)c(OC)c1	2	-5	-3	-22	-1.2	97	2	2.8	-0.4	2
COc1ccc(OC)c(C(=O)c2ccc(C(=O)Nc3ccc4ccccc4c3)cc2)c1	-9	-6	0	-6	4.1	90	-5	-0.7	0.4	3
O=C(NCC(=O)N1CCN(Cc2ccccc2)CC1)c1ccccc1Cl	12	-1	8	-1	-1.8	100	-1	-0.1	0.0	-2
O=C1NC(c2cccc(Br)c2)=N/C1=C\c1ccco1	-1	10	-8	-6	-0.9	115	-1	6.8	0.1	9
Cc1cc(C)cc(NC(=O)COC(=O)c2cc(C)oc2C)c1	4	-2	-3	-2	1.3	101	-3	1.0	0.1	-3
CCC(C(=O)N1CCN(C(=O)c2ccco2)CC1)c1ccccc1 (stereo not drawn)	3	2	5	0	-1.2	92	5	-0.4	0.0	2
CSCC[C@H](NC(=O)N1CCn2c1nc1ccccc12)C(=O)NCc1ccco1	8	3	11	-5	-0.4	109	-1	-2.6	-0.1	9
COc1ccccc1C(=O)NCC(=O)NCCSc1ccc(Br)cc1	3	2	-8	-2	0.0	88	3	-3.5	0.1	-8
COc1ccc(/C=C2\CCCC3C2=NN(C(=O)CSc2ncn[nH]2)C3c2ccc(OC)cc2)cc1 (stereo not drawn)	4	-7	3	-7	-1.8	101	3	1.7	-0.1	7
O=C(O)C1CC=CCC1C(=O)N1CCN(c2nc(-c3ccccc3Cl)c3cc(Br)ccc3n2)CC1 (stereo not drawn)	23	0	7	7	-0.6	98	-4	1.1	0.7	12
CC(C)(C)C(CN1CCCC1)OC(=O)c1ccccc1 (stereo not drawn)	2	0	-6	10	0.1	97	0	-2.1	-0.1	-2
O=S(=O)(c1ccc(S(=O)(=O)N(Cc2ccc(F)cc2)C2CCCC2)cc1)N1CCCC1	-1	-4	-2	2	-1.0	97	-4	-3.2	0.0	2
Cc1cc(C)n(C(=O)c2ccc(S(=O)(=O)N3CCCC3)cc2)n1	0	-2	-2	3	4.4	88	2	-0.2	-0.2	0
CCc1ccc(OC(C)c2nnc(SCC(=O)Nc3ncccc3C)n2C)cc1 (stereo not drawn)	1	0	-12	-8	-0.2	104	-4	1.1	0.3	-2
CN(C(=O)COC(=O)CCC(=O)c1ccc(F)cc1)C1CCCCC1	8	1	-9	-1	4.8	99	0	-2.0	0.1	10
COc1ccc(C)cc1NC(=O)CSc1ccc(Cl)cc1	11	-2	1	2	-0.9	100	-3	-0.3	1.1	-3
O=C(Oc1ccccc1C(=S)N1CCOCC1)c1cccc([N+](=O)[O-])c1	7	1	-5	2	-0.7	93	-1	-2.1	0.1	-4
COc1cccc(C2CC(c3ccc(C)cc3)=NN2C(=O)c2ccccc2F)c1OC (stereo not drawn)	7	-3	-13	-10	-0.3	94	-1	0.1	0.0	1
CCC1CCCCN1CCCNC(=O)Cn1nc(-c2ccc(C)cc2)ccc1=O (stereo not drawn)	-2	2	0	2	0.1	96	11	-2.3	-0.1	0

Entries shown so far containing four or more nitrogen atoms, in the order listed:
SMILES	MC4R antagonist	Glyco luc inh	Granule exo inh	H9c2 protect	hiPSC survival	ABCB6 inh MLPCN	m5-HT2A agonist	MC4R ag barr	aDG glyco act	ABHD5-PLIN5 inh
COc1ccc(N2CCN(CCNC(=O)Nc3ccc([N+](=O)[O-])cc3OC)CC2)cc1	-7	2	4	-5	-0.5	98	-17	0.5	-0.1	-1
C=CCn1c(SCCN)nnc1-c1cccc(S(=O)(=O)N2CCOCC2)c1	4	3	0	-6	0.6	100	1	-3.6	0.8	-6
O=C(Cn1nc(-c2ccccc2)ccc1=O)NCCCN1CCOCC1	1	0	30	2	-0.7	95	2	-2.2	0.0	0
CN(C)CCCNc1nc2cc(-c3ccsc3)sc2c(=O)n1C	-2	3	20	16	1.2	98	1	0.5	0.0	1
Cc1nc([N+](=O)[O-])cn1CCC#N	4	3	4	3	-0.4	93	6	1.1	0.0	6
CC1=C(C(=O)N(C)C)CC(CC(=O)NCC2CCCCC2)C(=O)N1CCCN1CCCC1=O (stereo not drawn)	-1	3	8	-4	-2.0	101	1	1.0	0.0	-3
Cn1c(=O)c2c3c(sc2n2c(SCC(N)=O)nnc12)CC(C(C)(C)C)CC3 (stereo not drawn)	3	11	6	-6	0.8	98	5	4.6	-0.7	17
CN(C)CCNc1ccc2nnn3c4ccc(O)cc4c(=O)c1c23	-28	?	3	7	-2.9	130	4	-2.2	-0.2	-24
CSCC[C@H](NC(=O)N1CCn2c1nc1ccccc12)C(=O)NCc1ccco1	8	3	11	-5	-0.4	109	-1	-2.6	-0.1	9
COc1ccc(/C=C2\CCCC3C2=NN(C(=O)CSc2ncn[nH]2)C3c2ccc(OC)cc2)cc1 (stereo not drawn)	4	-7	3	-7	-1.8	101	3	1.7	-0.1	7
O=C(O)C1CC=CCC1C(=O)N1CCN(c2nc(-c3ccccc3Cl)c3cc(Br)ccc3n2)CC1 (stereo not drawn)	23	0	7	7	-0.6	98	-4	1.1	0.7	12
CCc1ccc(OC(C)c2nnc(SCC(=O)Nc3ncccc3C)n2C)cc1 (stereo not drawn)	1	0	-12	-8	-0.2	104	-4	1.1	0.3	-2
CCC1CCCCN1CCCNC(=O)Cn1nc(-c2ccc(C)cc2)ccc1=O (stereo not drawn)	-2	2	0	2	0.1	96	11	-2.3	-0.1	0

Outcome played no part in choosing rows. About 4.5% of those tested had a hit in this group.
